S3 lipid droplet – qHTS Assay for Lipid Storage Modulators in Drosophila S3 Cells; Drosophila S3 cells, BODIPY lipid droplet fluorescence, 18-24 h; cells fed with added oleic acid; Potency in µM for hits, for the others lipid storage change, negative = inhibition, % at the top dose, mostly 46.1 µM; 320,000 tested, 0.64% active; active = well fitted inhibition curve with a large enough effect in the signal ratio, with a control signal flat, not every such curve was filed as active; inconclusive = small, poorly fitted or top-dose-only effect, or effect the other way, or a change in a side signal; the % refers to the signal ratio
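Drosophila S3 cells loaded with oleic acid (400 uM, as added) and compounds at several concentrations; lipid droplets imaged by 488-nm laser-scanning cytometry, 500–530 nm intensity and object ratio to cell channel. Percent activity normalized to 20 uM Triacsin C.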
S3 lipid droplet cell count max – further read-out of S3 lipid droplet, marked with its call; cell number change, %; measured here: cell count max response;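 cells counted by Cell Tracker Red CMTPX staining in the red channel; peak over a dose series mostly up to 46.1 µM; percent activity relative to internal control wells on each plate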
Starred values were filed as active, the others as inactive; i = inactive; ? = inconclusive; . = not tested or not shown. % is scaled to controls: 0 for no effect and ±100 for the full control effect; potency is read from the fitted curve at half-maximal effect. These rows are one share of the data; rates above refer to the full screens.

SMILES	S3 lipid droplet	S3 lipid droplet cell count max
Cc1ccc(OCc2cc(C(=O)N3CC4C[C@@H]5CC3C[C@H](C4)C5)no2)cc1C	?	.
N#Cc1cnn(-c2nc3sc4c(c3c(=O)[nH]2)CCCC4)c1N	?	.
Cn1c(=O)[nH]c(=O)c2c1nc(Sc1ncccn1)n2CCCc1ccccc1	?	.
CC(C)N(C(=O)Cn1c(-c2cccnc2)ccc(C#N)c1=O)C(C)C	?	.
CCCCC(O)(c1ccc(F)cc1)C(CN1CCOCC1)c1ccc(Cl)cc1 (stereo not drawn)	?	.
O=C(CN1CCOCC1)Nc1ccccc1-c1ccccc1	?	.
C=CCc1cccc2cc(C(=O)OCC(=O)c3ccccc3)c(=O)oc12	?	.
CC1CC(C)CN(C(=O)CN2C(=O)NC3(CCCCCCC3)C2=O)C1 (stereo not drawn)	?	.
CS(=O)(=O)c1ccc(NCCc2ccc(S(N)(=O)=O)cc2)c([N+](=O)[O-])c1	?	.
Cc1nc([N+](=O)[O-])c(Br)n1CC(=O)c1ccc(Br)cc1	?	.

Quoted at random: four records from the list.
SMILES	S3 lipid droplet	S3 lipid droplet cell count max
Cc1ccc(OCc2cc(C(=O)N3CC4C[C@@H]5CC3C[C@H](C4)C5)no2)cc1C	?	.
N#Cc1cnn(-c2nc3sc4c(c3c(=O)[nH]2)CCCC4)c1N	?	.
CC1CC(C)CN(C(=O)CN2C(=O)NC3(CCCCCCC3)C2=O)C1 (stereo not drawn)	?	.
CCCCC(O)(c1ccc(F)cc1)C(CN1CCOCC1)c1ccc(Cl)cc1 (stereo not drawn)	?	.

The list continues:
SMILES	S3 lipid droplet	S3 lipid droplet cell count max
COc1cccc(-n2c(N)cc(=O)nc2SCC(=O)N2CCN(c3ccccc3)CC2)c1	?	.
O=C(COC(=O)C1CC1)Nc1ncc(C(F)(F)F)cc1Cl	-17%	.
CCOC(=O)c1c(NC(C)=O)sc2c(OC(C)=O)cccc12	?	.
Oc1ccccc1Cn1nnc2ccccc21	?	.
O=C(OCCCOc1ccc(F)cc1)c1ccc(O)cc1O	?	.
O=C1OC(c2ccccc2)c2ccccc21 (stereo not drawn)	2%	6
Cc1ccc(NC(=O)CSc2nnc(-c3cnccn3)n2Cc2ccco2)cc1	i	-13
O=C(CCNC(=O)c1ccccc1)NC1CCCc2ccccc21 (stereo not drawn)	?	.
OCC[C@H]1C[C@@H](O)[C@H](O)[C@]2(CCc3ccccc3CO2)O1	?	.
Cc1ccc(-c2csc(NC(=O)CN3CCOCC3)n2)cc1C	-1%	-1
COc1ccc(CCNC(=O)COC(=O)c2cc(OC)c(OC)cc2OC)cc1OC	?	.
CCc1nc(SCc2ccc(Cl)cc2)n[nH]1	7%	10
N/C(=N\OC(=O)c1ccc2ccccc2c1)c1ccc(Br)cc1	?	.
Cc1ccc(C(CC(=O)N2CCCCC2)c2ccccc2)c(O)c1C (stereo not drawn)	2%	-4
COC(=O)C1=C(C)NC(=S)N(C(C)=O)C1c1ccccc1 (stereo not drawn)	5%	-5
O=C(NCC1CCN(C(=O)c2ccc([N+](=O)[O-])cc2)CC1)c1ccc([N+](=O)[O-])cc1	?	.
CC(C)c1ccc(OCC(=O)N2CCN(C(=O)c3ccco3)CC2)cc1	i	4
CN(C)S(=O)(=O)c1cccc(COC(=O)CCNC(=O)c2ccc([N+](=O)[O-])cc2)c1	2.3µM*	9.8*
COc1ccc(OCC(=O)NNC(=O)c2ccc(-c3ccccc3)cc2)cc1	18%	24
O=S1(=O)NC(=NCCOCCO)c2ccccc21	-10%	5

Six structures from above, sorted by formula weight, falling.
SMILES	S3 lipid droplet	S3 lipid droplet cell count max
O=C(NCC1CCN(C(=O)c2ccc([N+](=O)[O-])cc2)CC1)c1ccc([N+](=O)[O-])cc1	?	.
COc1ccc(OCC(=O)NNC(=O)c2ccc(-c3ccccc3)cc2)cc1	18%	24
N/C(=N\OC(=O)c1ccc2ccccc2c1)c1ccc(Br)cc1	?	.
Cc1ccc(C(CC(=O)N2CCCCC2)c2ccccc2)c(O)c1C (stereo not drawn)	2%	-4
COC(=O)C1=C(C)NC(=S)N(C(C)=O)C1c1ccccc1 (stereo not drawn)	5%	-5
O=S1(=O)NC(=NCCOCCO)c2ccccc21	-10%	5

New compounds follow:
SMILES	S3 lipid droplet	S3 lipid droplet cell count max
Cc1cnc(C(=O)OCC(=O)Nc2ccc(Cl)cc2Cl)cn1	4%	16
O=C(/C=C/c1ccco1)NCc1ccccn1	?	.
Cc1ccc(S(=O)(=O)NN=C2C3CC4CC(C3)CC2C4)cc1[N+](=O)[O-]	15%	0
O=C(N/N=C/c1sc(N2CCOCC2)nc1-c1ccccc1)c1cccc(S(=O)(=O)N2CCCC2)c1	28%	111
C/C(=N\NC(=O)c1cc(-c2ccc(O)cc2)nc2ccccc12)c1cccnc1	?	.
Cc1cccc(C)c1NC(=O)COC(=O)c1cc(-c2cccnc2)nc2ccccc12	?	.
O=C(NC(=S)NNC(=O)c1ccccc1[N+](=O)[O-])c1ccc(Br)cc1	-6%	-14
Cc1cc2nc(CSc3ccc(Cl)cc3)cc(=O)n2[nH]1	?	.
Cc1ccc(CNC(=O)CSc2ncc(C(=O)Nc3ccccc3)c(=O)n2C)cc1	?	.
Cc1ccc(C(=O)N/N=C\c2ccncc2)s1	i	-18
S=C1NCCOCCOCCOCCN1	-10%	-11
COc1ccc(-c2nc(Cn3c(SCc4ccccc4F)nc4ccncc43)c(C)o2)cc1	-2%	15
CC(=O)N1CCc2c(sc(NC(=O)CN3C(=O)CCC3=O)c2C(N)=O)C1	1%	0
CCOc1ccc(/C(O)=C2/C(=O)C(=O)N(c3ncccn3)C2c2ccccc2)cc1 (stereo not drawn)	?	.
CCCN1C(=O)/C(=N\OCC(=O)NCC(F)(F)F)c2ccccc21	-1%	-9
Cc1cc2nc(-c3ccc(SCC(=O)Nc4ccc5c(c4)OCCO5)nc3)[nH]c2cc1C	i	-12
Cc1onc(-c2ccccc2)c1C(=O)Nc1cccnc1	14%	-11
Cc1ccc(C)n1-c1nn(S(=O)(=O)c2cccc3cccnc23)c2cccc(F)c12	?	.
CCOC(=O)c1ccc2c(c1)nc(SC/C(O)=C(\C#N)c1nc3ccccc3[nH]1)n2CC	?	.
Cc1ccc(C)c(OCCC(=O)N2CCN(S(=O)(=O)c3cc(F)ccc3F)CC2)c1	8%	8
COC(=O)Nc1ccc(S(=O)(=O)NCCO)cc1	?	.
O=S(=O)(c1ccc(NC(=S)NCc2ccco2)cc1)N1CCCC1	?	.
CCc1nnc(NC(=O)CSc2nnc(-c3ccc(S(=O)(=O)N4CCCC4)cc3)n2CC)s1	?	.
Cc1csc(=O)n1CCC(=O)OCC(=O)NNC(=O)c1ccccc1	?	.
Cc1ccc(NC(=O)C2CSC3(C)CCC(=O)N23)cc1S(=O)(=O)N1CCOCC1 (stereo not drawn)	?	.
Cc1cc(C)n(CC2CC(=O)N(c3ccc(Cl)c(Cl)c3)C2=O)n1 (stereo not drawn)	i	.
CCN(CC)CCNC(=O)c1ccc(NC(=O)C2CCN(c3ncnc4sc(C)c(C)c34)CC2)cc1	-26%	-7
COc1ccc(C2SCC(C(=O)O)N2C(C)=O)cc1 (stereo not drawn)	?	.
COc1ccc(N(C(=O)c2cccc(OC)c2OC)C2C=CS(=O)(=O)C2)cc1 (stereo not drawn)	-13%	5
COCCNC(=O)c1cccc(OC2CCN(Cc3ccc(C(=O)OC)cc3)CC2)c1	?	.
COCCC(=O)N1CCC(Oc2ccc(C(=O)N(C)C3CCCCC3)cc2)CC1	?	.
C=C(C)CSc1nc2nc(C)c(Br)cc2[nH]1	?	.
O=C(CSc1nnc(COc2ccc3c(c2)CCCC3)o1)Nc1ccc(F)cc1	?	.
O=C(/C=C/c1ccc(F)cc1)NC(=S)N1CCN(c2ccccn2)CC1	?	.
O=[N+]([O-])c1cc(C(F)(F)F)ccc1NN=C1CCCC1	?	.
O=C(NCCCl)Nc1ccc(Cl)c([N+](=O)[O-])c1	?	.
COc1ccc(S(=O)(=O)NCC2CCCN(C(=O)CSC)C2)cc1 (stereo not drawn)	?	.
Cc1ccc(-c2cc(C(F)F)nc(N3CCC(C)CC3)n2)cc1	i	.
CCCS(=O)(=O)NCc1cn2cccc(C)c2n1	8%	4
Cc1onc(-c2ccccc2Cl)c1C(=O)Oc1cc(N)n(S(=O)(=O)c2ccc(F)cc2)n1	-3%	-5
COc1ccc(CCNc2cc(C)[nH]c(=O)c2)cc1OC	?	.
Cc1ccc(NC(=O)c2ccc(CSc3nnc(-c4ccncc4)n3C)cc2)c(C)c1	?	.
CCOc1ccc(CC(=O)N/N=C/c2cccnc2)cc1	9%	5
Cc1cc(C)c2c(C)[nH]nc2n1	?	.
CCOC(=O)c1c(/N=C/c2ccccc2O)sc2c1CCC2	?	.
CCCc1cc(=O)[nH]c(SCC(=O)N2CC3(C)CC2CC(C)(C)C3)n1 (stereo not drawn)	?	.
Cc1sc2ncnc(N3CCN(CCOc4ccc(Cl)cc4)CC3)c2c1C	?	.
CCN(CC)S(=O)(=O)c1cccc(C(=O)Nc2ccccc2)c1	13%	3
COc1cc(OC)c(NC(=O)c2cncn2-c2ccc(F)cc2)cc1Cl	i	6
O=C(CCN=C1NS(=O)(=O)c2ccccc21)N1CCc2ccccc2C1	?	.
(next part)
SMILES	S3 lipid droplet	S3 lipid droplet cell count max
Cc1cc(NC(=O)/C=C\C(=O)O)c([N+](=O)[O-])cc1C	7%	-6
CCOc1ccc(N/C(N)=N/c2nc(C)cc(C)n2)cc1	i	-21
CS(=O)(=O)N(Cc1ccc(Cl)cc1)c1ccc(C(=O)N2CCN(c3ccccc3)CC2)cc1	?	.
Cc1cc2c(cc1S(=O)(=O)NCc1ccccc1)n(C)c(=O)c(=O)n2C	i	-17
COc1ccccc1OCCNC(=O)Cc1ccc(Cl)c(Cl)c1	-7%	18
Cc1cccc(C(=O)N=c2sccn2C)c1[N+](=O)[O-]	?	.
CC(C)c1nc2sc3c(c2c(=O)[nH]1)CC(C)(C)OC3	?	.
NC(=O)CCCn1c(C(=O)c2cc(Cl)c(N)c(Cl)c2)c2ccc([N+](=O)[O-])cc2[n+]1[O-]	?	.
O=c1[nH]c(CCl)nc2cc(-c3ccc(Cl)cc3)sc12	i	19
CN(C)C(=O)COc1ccc2c(-c3ccccc3)cc(=O)oc2c1	29%	-11
Nn1c(SCc2ccc(Br)cc2)nnc1-c1ccccn1	-5%	-7
COc1ccc(/C=C/c2cc(=O)c3cc(Cl)ccc3o2)cc1	?	.
COc1ccc(Cl)cc1NC(=O)CCCC(=O)c1ccccc1	?	.
CCn1c(COc2cccc(C)c2)nnc1SCC(=O)Nc1cccc(C(=O)O)c1	4%	6
COc1ccc(NC(=O)c2oc3ccccc3c2NC(=O)C(C)(C)C)cc1	?	.
COc1ccnc(N=CNOCc2ccc(Cl)cc2)c1C#N	3%	4
COc1ccc(C(=O)N/N=C/c2ccc(OC)c(COc3ccc(F)cc3F)c2)cc1	?	.
CC(COC(=O)c1ccccc1)(COC(=O)c1ccccc1)/[N+]([O-])=C/c1ccccc1	?	.
CC(=O)Nc1ccc(NC(=O)COC(=O)c2ccc(Cl)nc2)cc1	?	.
CCOc1cc(/C=C2/SC(=Nc3ccccc3)N(Cc3cccnc3)C2=O)ccc1OCC#N	-14%	3
NNC(=O)c1n[nH]c2c1CC(C1CCCCC1)CC2 (stereo not drawn)	7%	1
C=CCCCCCCCC(=O)OC	-21%	15
CCO/N=C/C(=O)Nc1ccc(F)cc1F	?	.

From PubChem BioAssay
